Screening data: PubChem, several laboratories
T cell modulator = T cell immune modulation candidate | 2C CD8+ T cell-vesicle binding, flow cytometry; active compounds read low | calls only at 7 µM | 0.068% of 330,000 active | AID 2052;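 active = response, share of CD8 T cells binding vesicles, and their 90th percentile fluorescence all below set limits, cut at about 80% in these data, passing the limit was not always enough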
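Assay system: 2C TCR transgenic mouse naive CD8+ T cells, MACS-purified | Read-out: CD8+ gate FL2 mean fluorescence as % of same-row positive control | Signal: High-throughput flow cytometry with anti-B7-1 and anti-CD8 staining | Timing: Binding step 1.5 h, 37 °C, antibody labelling 20 min, ice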
P. falciparum M1AAP = P. falciparum M1AAP inhibitors, biochemical, fluorogenic H-Leu-NHMec substrate, 1536-well (AID 1445) | recombinant M1AAP, H-Leu-NHMec fluorogenic kinetic assay; higher % means a stronger effect | 0.42% of 220,000 active | inhibition, % at 30 µM; hits with a dose series show IC50 in µM;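 active = primary inhibition above the hit cutoff, then over 50% inhibition at one or more dose response concentrations, cut at about 23% in these data, passing the limit was not always enough; inconclusive = conflicting primary data, or primary hits not chosen for dose response; inactive = low primary inhibition, or under 50% at every dose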;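 also: plate controls were DMSO full reaction for no effect and no enzyme background for full effect; strong numbers were not always called active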
UTI89 phage lysis = protection from phage-mediated lysis, alamar blue read-out – E. coli UTI89, K1F phage, bacterial capsule biogenesis inhibitors (AID 488966). E. coli UTI89 K1F phage lysis, alamar blue, 2 h; higher % means a stronger effect. inhibition, % at 100 µM, or IC50 in µM where a hit was titrated. 0.02% of 340,000 active;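 active = phage lysis inhibition, versus mean bacterial control, above a set limit; inconclusive = no clear call, values can overlap the other calls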;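 also: capsule biogenesis inhibitors block K1F phage lysis so surviving cells raise fluorescence; higher fluorescence means more inhibition of phage lysis; actives were called in the ten point dose series up to 300 µM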
TNAP activators = human TNAP enzyme activators, primary screen, biochemical, luminescent, no phosphate acceptor, uHTS (AID 1001); purified TNAP, luminescent activation assay, no phosphate acceptor; higher activation fold means a stronger effect; one-dose activation fold at 20 µM; EC50 in µM for titrated hits; 0.03% of 200,000 active; in the data active = activation fold from about 3, or a potency from the dose series; inactive = the rest, 99 in 100 with activation fold below about 1.6; also: many of its hits are not listed in these tables
M17LAP inhibition = P. falciparum M17LAP inhibitors, primary screen, biochemical, fluorogenic H-Leu-NHMec substrate, 1536-well (AID 1619); recombinant M17LAP, H-Leu-NHMec fluorogenic kinetic assay; higher % means a stronger effect; inhibition, % at 30 µM; hits with a dose series show IC50 in µM; 0.38% of 220,000 active;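 active = compound inhibiting the enzyme by more than half at any dose during confirmatory dose-response retesting; inconclusive = strong single-dose inhibitors picked by rank but not retested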;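 also: plate controls were full reaction with DMSO carrier for no effect and no enzyme background for full effect; strong numbers were not always called active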
RSV antiviral HEp-2 = RSV antiviral activity via CPE protection, HEp-2 cells, primary 10 µM value included (AID 2391); HEp-2 cells, RSV-induced CPE inhibition; higher % means a stronger effect; one-dose CPE inhibition, % at 10 µM; IC50 in µM for titrated hits; 0.13% of 310,000 active; in the data active = a potency from the dose series; inconclusive = CPE inhibition mostly from about 23% at the one dose, without a potency; inactive = the rest, 99 in 100 with CPE inhibition below about 21%; also: strong numbers were not always called active
human PMI inhibition = inhibitors of human PMI, primary screen, biochemical, fluorescence intensity, coupled assay (AID 1209) | purified PMI enzyme, coupled fluorescence intensity; higher % means a stronger effect | inhibition, % at 20 µM, or IC50 in µM where a hit was titrated | 0.42% of 190,000 active;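 also: plate controls were DMSO vehicle for no effect and wells lacking substrate for full effect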
West Nile antiviral = inhibition of WNV-induced cytopathic effect – cell-based, CPE readout (AID 1621) | CPE inhibition, % at 10 µM; hits with a dose series show IC50 in µM | West Nile virus-infected cells, CPE inhibition; higher % means a stronger effect | 0.02% of 290,000 active; in the data active = a potency from the dose series; inconclusive = CPE inhibition mostly from about 3.7% at the one dose, without a potency; inactive = the rest, 99 in 100 with CPE inhibition below about 2.2%; also: strong numbers were not always called active
PMI inhibition = MPI inhibition at elevated mannose 6-phosphate – biochemical, fluorescence intensity, high mannose 6-phosphate, primary screen (AID 1220); recombinant PMI enzyme, coupled fluorescence intensity; higher % means a stronger effect; one-dose inhibition, % at 20 µM; IC50 in µM for titrated hits; 0.66% of 190,000 active
T cell modulator vesicle-bound % = further read-out of T cell modulator, marked with its call; double positive events, %; measured here: CD8+ vesicle-bound cell fraction;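 binding gate set so that unloaded-vesicle control wells show 10% double positive cells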
The depositor's hits bear a star; i = inactive; ? = inconclusive; nt = not tested or not shown; + = active, no number; [ ] = remark or other dose. Rule as the data show it, unless noted: active = inhibition above about 50%; inactive = the rest. Compounds as they come, and some 1.5% of all compounds hit somewhere here.

item | SMILES | T cell modulator | T cell modulator vesicle-bound % | P. falciparum M1AAP | UTI89 phage lysis | TNAP activators | M17LAP inhibition | RSV antiviral HEp-2 | human PMI inhibition | West Nile antiviral | PMI inhibition
1 | CC(=O)Nc1ccc(S(=O)(=O)Nc2nc(CN3CCOCC3)nc3sc4c(c23)CCCC4)cc1 | i | 58.2 | 20.6% | -0.5% | 1.1 | 2.2% | 4.1% | -3.7% | 0.0% | -15.9%
2 | CCOC(=O)NCCOC(=O)Nc1ccc(Cl)cc1 | i | 47.3 | -0.5% | -0.3% | 1.1 | 24.2% | 1.5% | -2.7% | -1.4% | -2.2%
3 | COC(=O)c1ccc(COC(=O)c2cccn2C)o1 | i | 39.9 | nt | -0.8% | nt | nt | 0.5% | nt | 0.1% | nt
4 | CCn1nc(C)cc1C(=O)N1CCc2c([nH]c3ccccc23)C1c1cc(F)ccc1F (stereo not drawn) | i | 57.1 | 1.6% | nt | 1.1 | 4.5% | -0.1% | 19.7% | -0.5% | 15.6%
5 | O=Cc1c[nH]c2ccc(C(=O)c3ccccc3)cc12 | i | 60.1 | nt | 0.3% | nt | nt | 0.8% | nt | 0.0% | nt
6 | Cc1ccccc1S(=O)(=O)Cc1ccc(C(=O)NCCN(CC(C)C)CC(C)C)o1 | i | 41.0 | nt | 0.5% | nt | nt | -0.9% | nt | -0.3% | nt
7 | COc1ccc(C(C)=O)cc1COc1nc(C)nc2ccccc12 | i | 21.6 | 4.5% | 0.3% | 1.2 | 8.3% | 1.9% | -3.8% | 0.5% | -7.2%
8 | CC1CCN(S(=O)(=O)c2ccc(NC(=O)C3CC3)cc2)CC1 | i | 29.3 | nt | 0.9% | nt | nt | 5.9% | nt | -1.2% | nt
9 | O=C(CSc1nnc(-c2cccs2)n1Cc1ccccc1)NCc1ccc2c(c1)OCO2 | i | 19.5 | 2.8% | -0.1% | 1.1 | 15.1% | 1.3% | 14.5% | -0.7% | 5.9%
10 | Cn1c(=O)oc2cc(S(=O)(=O)N3CCCC3)ccc21 | i | 22.2 | 0.0% | 2.3% | 1.1 | -10.6% | 3.4% | 11.2% | -0.2% | 16.3%
11 | CCCOC(=O)c1ccc(NC(=O)C(CC)CC)cc1 | i | 37.7 | 3.2% | 4.8% | 1.1 | 11.6% | 6.3% | 10.7% | 0.7% | 13.2%
12 | CCOC(=O)NC(=O)C(=CNc1ccccc1C)C(=O)NC(=O)OCC | i | 27.5 | 1.8% | 0.2% | 1 | 22.7% | 2.6% | -0.6% | -0.4% | 4.5%
13 | Cc1ccc(NC(=O)Cn2nnc(C(=O)NCc3cccs3)c2N)cc1F | i | 46.6 | nt | 0.3% | nt | nt | -0.3% | nt | -0.4% | nt
14 | Cc1ccccc1-n1cnnc1SCC(=O)Nc1cccnc1Cl | i | 34.7 | 5.0% | 0.4% | 1.1 | 13.5% | 0.8% | -8.8% | -0.5% | -10.2%
15 | COc1ccc(Cl)cc1C(=O)NCc1cn(C)nc1C | i | 19.0 | 6.4% | 2.9% | 1.1 | -6.7% | 1.2% | 2.7% | 0.4% | 5.0%
16 | COc1ccccc1OC(=O)Cc1cccc2ccccc12 | i | 52.1 | nt | 1.0% | nt | nt | 3.0% | nt | 0.0% | nt
17 | COc1ccc2c(c1)CCN1C2CCN2C(=O)CCC21 (stereo not drawn) | i | 23.9 | 7.2% | 0.3% | nt | -6.8% | 1.0% | nt | 0.6% | nt
18 | COc1ccccc1S(=O)(=O)Cc1ccc(C(=O)N2CCN(c3ccccn3)CC2)o1 | i | 36.8 | 17.4% | 1.2% | 1 | 2.2% | -0.3% | 3.1% | -1.4% | 2.2%
19 | O=C1C=CC(=O)N1c1cccc(-c2ccccc2)c1 | i | 44.6 | 0.8% | -2.0% | nt | 2.0% | nt | nt | 0.3% | nt
20 | O=C(Nc1cccc(F)c1)/C(=C\c1cccnc1)NC(=O)c1ccco1 | i | 60.8 | 0.2% | 0.1% | 1.1 | 8.8% | 1.1% | 2.2% | 0.4% | -0.9%
21 | Cc1nc2c(-c3ccc(F)cc3)cnn2c(N)c1-c1ccccc1 | i | 19.3 | nt | 0.5% | nt | nt | ? | nt | -0.1% | nt
22 | O=C(c1ccc(-c2ccccc2)cc1)N1CCN(c2ncccn2)CC1 | i | 0.0 | -2.7% | 1.4% | 1 | 2.5% | 0.7% | 13.3% | 0.4% | 6.1%
23 | CC(=O)Nc1ccc(C(=O)CSc2nnnn2C(C)C)cc1 | i | 21.1 | 1.4% | 1.4% | 1.2 | -2.3% | 0.0% | -8.1% | -0.1% | 9.6%
24 | CN(C)c1nc(N)nc(CSc2n[nH]c(-c3ccccc3)n2)n1 | i | 19.7 | 6.9% | 0.8% | 0.3 | 17.5% | 1.8% | 4.8% | 0.3% | 6.4%
25 | Cc1ccccc1Cn1nc(C)c(NC(=O)c2sc3ccccc3c2Cl)c1C | i | 29.8 | 4.7% | 7.3% | 1.1 | -8.2% | ? | 0.1% | 1.0% | 1.1%
26 | CCNc1nc(NCC)nc(N/N=C/c2ccc(OC)cc2)n1 | i | 24.2 | -4.3% | nt | nt | -8.7% | nt | nt | 1.4% | nt
27 | CCN(CC)S(=O)(=O)c1ccc2[nH]c(=O)cc(C(=O)NCc3ccccc3)c2c1 | i | 26.8 | nt | 0.4% | nt | nt | 1.2% | nt | -0.8% | nt
28 | COC(=O)c1cc(NCc2ccccc2F)ccc1N1CCOCC1 | i | 3.2 | 10.2% | 7.5% | 1 | 12.7% | 0.7% | -21.1% | 0.2% | 13.5%
29 | O=C(Oc1ccc(Cl)c2cccnc12)c1cccc([N+](=O)[O-])c1 | i | 50.6 | 1.8% | -0.2% | 1.3 | -0.1% | 2.5% | 21.2% | -0.4% | 16.1%
30 | C=CCOc1cccc(C(=O)N2CCCC(CNS(=O)(=O)c3cccs3)C2)c1 (stereo not drawn) | i | 25.5 | -3.8% | 0.3% | 1 | -4.6% | 2.2% | 8.3% | -0.9% | 9.4%
31 | CC(/C=N/NC(=O)c1ccccc1F)c1ccccc1 (stereo not drawn) | i | 47.0 | -4.7% | 1.2% | nt | 15.6% | 2.1% | nt | 0.2% | nt
32 | CCCC1CCC(c2ccc(C(N)=O)cc2)CC1 (stereo not drawn) | i | 12.1 | 11.2% | 1.0% | 1 | -2.3% | -1.3% | -7.5% | 1.0% | -3.1%
33 | O=C(CCN1C(=O)c2ccccc2C1=O)NC(=S)Nc1ccccc1 | i | 32.4 | 12.7% | 3.4% | 1.2 | -4.0% | 1.8% | 16.3% | 0.5% | 4.0%
34 | CCN(CC)C(=O)CCc1nnc(CCc2c[nH]c3ccccc23)o1 | i | 61.7 | -0.6% | 0.3% | 1.1 | 4.6% | 0.2% | -1.8% | 0.0% | 4.4%
35 | COc1cccc(NC(=O)C(=O)NCc2ccncc2)c1 | i | 46.3 | 3.6% | 0.1% | 1 | -3.9% | 0.5% | 1.5% | -0.5% | 7.0%
36 | CC(C)CC(NC(=O)OC(C)(C)C)c1cn([C@@H](Cc2cc3ccccc3[nH]2)C(=O)N2CCN(C(=O)OC(C)(C)C)CC2)nn1 (stereo partly drawn) | i | 21.5 | 3.3% | 5.2% | 1.1 | -3.2% | -0.1% | 19.7% | nt | 15.3%
37 | CC1CCN(c2nnc(N)s2)CC1 | nt | nt | 2.0% | 4.7% | 1.1 | 6.8% | nt | -1.1% | -0.2% | -4.1%
38 | O=[N+]([O-])c1ccc(-c2cnc[nH]2)cc1 | i | 24.0 | 5.7% | nt | nt | 12.3% | 2.3% | nt | 0.3% | nt
39 | CCOC(=O)CNC(=O)CSc1nc2ncc(Br)cc2[nH]1 | i | 33.6 | 7.7% | 0.9% | 0.7 | -4.8% | 0.9% | -4.2% | 0.2% | -5.9%
40 | COc1ccc(N2CCN(c3oc(COc4ccc(Cl)cc4Cl)nc3C#N)CC2)cc1 | i | 54.4 | 1.6% | 0.0% | 1.1 | 7.9% | 6.8% | 15.3% | -0.4% | 20.3%
41 | CCCNC(=O)CN(Cc1ccco1)S(=O)(=O)c1ccc(OCC)cc1 | i | 9.2 | -4.8% | 0.9%[50 µM] | 1.1 | -1.8% | 2.3% | 4.2% | -0.9% | 8.1%
42 | CCOC(=O)C/C(C)=N/NC(=O)c1cccs1 | i | 25.6 | 6.4% | -0.8% | 1 | 9.3% | nt | -2.1% | 0.3% | -3.2%
43 | O=C(N/N=C/c1cccc(OC(=O)c2ccccc2Cl)c1)c1cccnc1 | + | 8.7* | nt | 0.1%[50 µM] | nt | nt | 0.6% | nt | -0.6% | nt
44 | CCOc1cccc(/C=C/c2cc(C(=O)O)c3ccccc3n2)c1OC | i | 33.5 | 4.9% | 0.3% | nt | 36.7% | 1.4% | nt | 0.1% | nt
45 | O=C(OCc1nnc(-c2ccccc2)o1)c1ccc(Cl)cc1 | i | 55.5 | 8.8% | -0.3% | 1 | 21.7% | 1.4% | -6.8% | 0.1% | -9.9%
46 | COc1ccccc1C(c1nnnn1C(C)(C)C)N1CCCCCC1 (stereo not drawn) | i | 54.0 | 5.6% | -0.1% | 1.1 | 0.2% | 6.4% | -7.5% | -0.9% | -6.7%
47 | COc1ccc(-c2cc(=NC(CC(C)C)C(=O)O)c3cc(C)ccc3o2)cc1 (stereo not drawn) | i | 50.2 | 22.5% | -1.8% | 1 | i | 0.6% | -12.7% | -1.3% | -7.1%
48 | Cc1sc2nc(SCc3ccc(C(=O)O)cc3)n(Cc3ccco3)c(=O)c2c1C | i | 53.0 | 12.8% | 0.0% | nt | 15.1% | ? | nt | -0.3% | nt
49 | COc1ccccc1NC(=O)c1cc(S(=O)(=O)N2CCOCC2)ccc1Cl | i | 19.6 | -1.9% | -0.7% | 1.1 | -4.7% | 0.7% | 4.6% | 0.3% | -7.2%
50 | O=C(CCCn1c(=O)[nH]c2cc(Cl)ccc2c1=O)NCCCN1CCCC1 | i | 40.4 | 4.0% | 0.3%[50 µM] | 1.2 | -1.7% | -0.5% | -4.2% | -0.1% | 4.3%
51 | Cc1cc(F)ccc1NC(=S)NC1CCCC1 | i | 55.2 | nt | -0.1% | nt | nt | 0.5% | nt | -0.3% | nt
52 | Cc1ccc(S(=O)(=O)NNC(=O)Nc2ccc(Cl)c(Cl)c2)cc1 | i | 49.0 | 4.6% | 0.4% | 1 | 2.2% | 8.3% | 5.3% | 1.0% | 4.9%
53 | CSCCC(NC(=O)c1ccc(Cl)cc1Cl)C(=O)NCc1ccccn1 (stereo not drawn) | i | 17.3 | nt | -0.1% | nt | nt | 1.1% | nt | -0.4% | nt
